Cav32 inh = inhibitors of human Cav3.2 T-type calcium channel; Cav3.2-expressing cells, Fluo-4 calcium fluorescence FDSS; hits give low values; B-score at 10 µM; 100,000 compounds, 4% hits; AID 449739;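 active means single-dose well whose peak fluorescence ratio is a statistical outlier from its plate by either plate-standardised score or position-corrected B-score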
* marks the source's active call; other numbers are inactive results.

| mol | Cav32 inh |
| --- | --- |
| COc1ccccc1C(=O)NC(C)c1nc2ccccc2[nH]1 (stereo unspecified) | 0.075 |
| CC(C)(C)n1nnnc1C(c1cccs1)N1CCN(C(=O)c2ccco2)CC1 (stereo unspecified) | -0.014 |
| CN(CCc1ccccn1)C1CC(=O)N(c2ccc(Cl)cc2)C1=O (stereo unspecified) | 0.16 |
| CC(=O)OCC1O[C@@H](O[C@@H]2C[C@H]3C(C)(C)[C@H](OC(C)=O)CC[C@]3(C)[C@H]3CC[C@]45C[C@]4(CC[C@H]5[C@@H](C)C[C@@H](O)[C@H](O)C(C)(C)O)[C@@]32C)[C@H](O)[C@@H](O)[C@@H]1O (stereo partly specified) | -0.11 |
| C=CCN(CC=C)S(=O)(=O)c1ccc2nsnc2c1 | -0.54 |
| COc1ccc(C(C(=O)NC2CCCC2)N(CCN(C)C)C(=O)c2snc(C(N)=O)c2N)cc1 (stereo unspecified) | 1.1 |
| O=C1OCc2cc(NC(=O)C3CCCCC3)ccc21 | 1.4 |
| C=CCSc1nnc(-c2ccncc2)n1-c1ccc(OCC)cc1 | -0.0071 |
| Cc1ccc(NC(=O)/C(C#N)=C/c2ccc(Sc3nc(C)cc(C)n3)o2)cc1 | -0.5 |
| COc1cc(CN2CCC(C(=O)NC3CCCC3)CC2)cc(Br)c1O | 0.46 |
| O=C(CN1C(=O)c2cccc3cccc1c23)N1CCN(c2ccccc2)CC1 | 0.94 |
| Cc1cccc(Cn2c(SCCN3CCOCC3)nc3c2c(=O)n(C)c(=O)n3C)c1 | 1 |
| CCc1nc(NCC(C)C)c(C#N)c2c1COC(C)(C)C2 | -1.8 |
| O=C(CCC(=O)c1cccs1)OCC(=O)N1CCN(S(=O)(=O)c2ccccc2)CC1 | 0.21 |
| CCc1ccc2[nH]c(=O)c(CN(Cc3ccccc3)C(=O)Nc3ccccc3OC)cc2c1 | -4.3* |

More records.
| mol | Cav32 inh |
| --- | --- |
| N#CCCn1cnc2ccccc21 | -0.067 |
| Oc1ccc(C2Nc3cccc4cccc(c34)N2)c(O)c1 | 0.51 |
| O=C(NC1CCCC1)C1CC(=O)N(C2CCCCCCC2)C1 (stereo unspecified) | -0.59 |
| O=C(O)c1ccccc1-c1ccccc1C(=O)Nc1cccc2ccccc12 | -0.061 |
| COc1ccc(OC)c2[nH]c(=O)c(CCNC(=O)C3CCCCC3)cc12 | 0.046 |
| O=C1CC(Nc2ccc(N3CCOCC3)cc2)C(=O)N1c1ccccc1F (stereo unspecified) | 0.75 |
| COc1cccc(NC(=O)Cn2cc(C#N)c3ccccc32)c1 | -2.7 |
| COc1ccc2nc(-c3cccc(N)c3)[nH]c2c1 | 0.22 |
| CCCCCCn1c(C(C)NC(=O)c2ccco2)nc2ccccc21 (stereo unspecified) | -10* |
| C=CCn1c(=N)n(CC(=O)O)c2ccccc21 | -1.3 |
| COC(=O)c1cnn(-c2cc(Oc3cccc(C)c3)ncn2)c1N | 0.089 |
| Cc1ccc(S(=O)(=O)N(C)c2ccc(C(=O)N3CCC(C(N)=O)CC3)cc2)cc1 | 0.42 |
| O=C(CN(Cc1cccs1)C(=O)CNS(=O)(=O)c1ccc(Cl)cc1)NCc1ccco1 | -4 |
| CN1CCN(C(=O)c2ccccc2-c2nc(-c3ccccc3)no2)CC1 | 0.67 |
| CCN1CCN(c2cc(C)c3cc(NC(=O)c4cccnc4Cl)ccc3n2)CC1 | 1.8 |

Random excerpt: 2 compounds from above
| mol | Cav32 inh |
| --- | --- |
| N#CCCn1cnc2ccccc21 | -0.067 |
| CC(C)(C)n1nnnc1C(c1cccs1)N1CCN(C(=O)c2ccco2)CC1 (stereo unspecified) | -0.014 |

Continued:
| mol | Cav32 inh |
| --- | --- |
| CC/C=C/C(=O)N1CC2(CC(c3cccc(NC(=O)COc4ccc(Cl)cc4)c3)=NO2)C[C@H]1C(N)=O (stereo partly specified) | 0.046 |
| Cc1csc(NC(=O)c2c(-c3c(Cl)cccc3Cl)noc2C)n1 | -0.82 |
| CCOc1ccc(C(=O)O)cc1OC | -0.52 |
| CC1(OC(=O)CCc2ccccc2)C(=O)C=C2C=C(c3ccc(C#N)cc3)N(Cc3ccccc3)C=C2C1=O (stereo unspecified) | 0.84 |
| CN1CCN(C2=Cc3cc(Cl)ccc3Sc3cc(F)ccc32)CC1 | 0.23 |
| COc1cc2c(cc1OC)C1=C(C#N)CC/C(=N\S(=O)(=O)c3cccc(Cl)c3)N1CC2 | -0.77 |
| COc1ccc(N2C(=O)CC(N(Cc3ccc(S(N)(=O)=O)cc3)C(C)=O)C2=O)cc1 (stereo unspecified) | 0.79 |
| CCCOc1cccc(C(=O)Nc2cccnc2)c1 | 0.45 |
| Cc1nn(CC2CCCCC2)c(N)c1-c1ccccc1 | -1.5 |
| COc1ccc2ccccc2c1CNCc1ccccn1 | 0.09 |
| Cc1ccc(Nc2nc(-c3sc(NC(=O)c4ccco4)nc3C)cs2)cc1 | -0.05 |
| CC(NC(=O)CCSc1nc(-c2ccc3c(c2)OCO3)cc(C(F)(F)F)n1)c1ccccc1 (stereo unspecified) | -5.2* |
| Cc1cc(C)nc(-n2nc(C)c3c(C)c(C)c(C)nc32)n1 | -0.38 |
| O=C(NCN1CCN(c2ccccc2F)CC1)c1ccccc1 | -0.49 |
| Cc1nc(NS(=O)(=O)c2ccccc2)sc1NC(=O)OCCN(C)C | -0.002 |

(listing goes on)
| mol | Cav32 inh |
| --- | --- |
| CCCC(NS(=O)(=O)c1ccc(Br)cc1)C(=O)O (stereo unspecified) | -0.29 |
| COc1ccc(CN=C2Nc3ccccc3CS2)cc1 | -0.92 |
| CCN(CC)C(c1ccc(F)cc1)c1nnnn1C1CCCCC1 (stereo unspecified) | -5* |
| ON=C1/C(=N\O)CC2(C/C1=N/O)OCCO2 | -0.67 |
| CC(C)N(C=O)C1(C(=O)NC2CCCCC2)CCCCC1 | -0.33 |
| CCN(CC)CCN1C(=O)c2ccccc2NC1c1ccc(C)cc1 (stereo unspecified) | 0.034 |
| C/C(CCc1ccco1)=N/NC(=O)CCC(=O)Nc1cccc(Cl)c1 | -0.055 |
| CC(C)N(Cc1nc(-c2ccc(Cl)cc2)no1)C(=O)C12CC3CC(CC(C3)C1)C2 | 0.14 |
| CCCCC(=O)N/N=C/c1ccc(Sc2cccc3cccnc23)o1 | -1.2 |
| CCCN1C(=O)C(O)(CC(=O)c2ccc3c(c2)OCCO3)c2ccccc21 (stereo unspecified) | 0.47 |
| COc1cccc(-c2nc(CS(=O)(=O)CC(=O)Nc3cccc(C)c3C)c(C)o2)c1 | -0.12 |
| Cc1ccc(CNC(=O)CCCOc2cc(=O)n(C)c3ccccc23)o1 | -0.27 |
| CC(NC(=O)C1CC=CCC1C(=O)O)C1CC2CCC1C2 (stereo unspecified) | -0.019 |
| CCOC(=O)c1ccccc1NC(=O)c1ccc(F)cc1 | -0.44 |
| CC1CCN(S(=O)(=O)c2cccc(-c3nnc(-c4cccnc4)o3)c2)CC1 | -0.021 |

New compounds follow
| mol | Cav32 inh |
| --- | --- |
| Cn1c(NCc2c[nH]c3ccccc23)nc2ccccc21 | -1.2 |
| Cc1ccc(SCCN2C(=O)NC(C)(C)C2=O)cc1 | 0.27 |
| COc1ccc(NC(=S)NNC(=O)c2ccccc2OC(F)F)cc1 | -0.57 |
| CCOC(=O)c1c(-c2ccc(OC)cc2)csc1NC(=O)CNCc1ccco1 | -1.5 |
| c1ccc2c(c1)CCN(c1nc3cc4c(cc3s1)OCCO4)C2 | -0.071 |
| CCN(CC)C(=O)C1CC(=O)OC12CCCCC2 (stereo unspecified) | 0.14 |
| COc1ccc(-n2c(SCC(=O)Nc3ccc4c(c3)OCO4)nc3c(c2=O)SCC3)cc1 | 0.48 |
| CC1=C(C(=O)OC(C)C)C(c2cccs2)n2ncnc2N1 (stereo unspecified) | -0.18 |
| CC(=O)Oc1ccc2ccccc2c1C(NC(=O)Cc1ccccc1)c1ccccc1Cl (stereo unspecified) | -2.2 |
| C=CCOC(=O)C1=C[C@H](c2ccc(C(F)(F)F)cc2)[C@@H](CCCO)[C@H](OCC)O1 | -0.99 |
| O=C1CC(c2ccc(F)cc2)Cc2nc(NCc3ccco3)ncc21 (stereo unspecified) | -0.45 |
| O=C(Cn1nnc2ccccc2c1=O)NCc1ccco1 | 0.29 |
| O=C(CCN1CCOCC1)Nc1ccc2c(c1)N(C(=O)CN1CCOCC1)c1ccccc1CC2 | 0.75 |
| CCOC(=O)C(O)(CC(=O)Nc1ccc(Cl)cc1Cl)C(F)(F)F (stereo unspecified) | 0.53 |
| CCCCOC(=O)c1ccc(NC(=O)c2nn(C)cc2Br)cc1 | -1.9 |

Carrying on:
| mol | Cav32 inh |
| --- | --- |
| CC(C)C(=O)Nc1ccc(C(=O)NNC(=O)c2ccco2)cc1 | -0.068 |
| COc1cc(NC(=O)c2ccco2)c(OC)cc1NC(=O)CSc1ncc(-c2ccc(F)cc2)[nH]1 | -0.11 |
| CCOC(=O)c1sc(SC)c(C(C)=O)c1C | -0.14 |
| O=C(O)C1CCCCC1C(=O)NCc1ccc(F)cc1 (stereo unspecified) | -0.044 |
| O=C(C1=C[C@H](C2CCCCC2)C[C@H](OCc2ccc(CO)cc2)O1)N1CCOCC1 | 0.44 |
| COc1cccc(/C=N/n2cnnc2)c1OCc1ccccc1 | -1 |
| Cc1ccc(S(=O)(=O)N2c3ccccc3OCC2C(C)(C)C)cc1 (stereo unspecified) | 0.0023 |
| Nc1nc(-c2c[nH]c3ccccc23)cs1 | 0.67 |
| Cc1cccc(C)c1NC(=O)N1CCC(n2c(=O)[nH]c3ccccc32)CC1 | 1.3 |
| CC(=O)OC1CCC2(C)C(CCC3C2CC(OC(C)=O)C2(C)C3C[C@@H]3O[C@]4(CC[C@@H](C)CO4)[C@@H](C)C32)C1 (stereo partly specified) | 0.23 |
| COc1cc(/C=C2\N=C3CCCCCN3C2=O)ccc1O | -0.018 |
| CNc1nnc(-c2cccc(N(C)C)c2)s1 | 0.64 |
| O=C(Nc1ccccc1)N(C1=NCCCCS1)c1cccc2ccccc12 | 0.11 |
| CC(C)CCNC(=O)C12CN(Cc3ccccc3)CC1C(c1ccc([N+](=O)[O-])cc1)=NO2 (stereo unspecified) | -2.7 |
| C[N+]1(C)CCCC(OC(=O)C(O)(c2ccccc2)c2ccccc2)C1 (stereo unspecified) | -4.5* |

Further compounds follow.
| mol | Cav32 inh |
| --- | --- |
| CCOC(=O)Cc1nn2c(=O)cc(C)nc2s1 | -5* |
| Clc1ccc(CSc2nnc(/C=C/c3ccccc3)o2)c(Cl)c1 | -1.3 |
| O=[N+]([O-])/C=C/c1cn(Cc2ccc(F)cc2)c2ccccc12 | -0.0051 |
| COc1ccc(S(=O)(=O)Nc2cc(C)nn2-c2ccccc2)cc1 | -0.49 |
| c1ccc(-n2c(SCc3nc(-c4cccs4)no3)nnc2-c2ccco2)cc1 | -2.9 |
| O=C(CSc1nnc2c(Cl)cc(Cl)cn12)N1CCOCC1 | -0.029 |
| O=P(OC1CCCCC1)(OC1CCCCC1)C(O)c1ccccc1 (stereo unspecified) | -2.3 |
| Clc1cc(Sc2ccc(Br)cc2)nnc1-c1ccccc1 | -5.3* |
| CC(=O)C1=C(O)C(=O)N(Cc2cccnc2)C1c1ccc(C)cc1 (stereo unspecified) | 0.61 |
| CCOC(=O)c1sc2nc(C3CC3)cc(-c3ccc(OC)cc3)c2c1N | 0.9 |
| COC(=O)c1cccc(N2C(=O)C(Cl)=C(N3CCOCC3)C2=O)c1 | 0.83 |
| CCn1c(SCC(N)=O)nnc1-c1ccco1 | 1.8 |
| Cc1cc(C(=O)Nn2cnnc2)cs1 | 0.24 |
| CCOC(=O)c1ccc(NC(=O)CC2C(=O)N(c3ccc(F)cc3)C(=O)N2CCC(C)C)cc1 (stereo unspecified) | -4.5* |
| C=CCn1c(SCc2ccc3c(c2)OCO3)nc2scc(-c3ccco3)c2c1=O | -0.41 |

More entries
| mol | Cav32 inh |
| --- | --- |
| Cc1ccccc1N(CC(=O)NCCSCc1ccco1)S(C)(=O)=O | 1.4 |
| Cn1c(SCC(=O)Nc2ccccc2)nnc1-c1ccc(NC(=O)CCc2ccccc2)cc1 | -0.43 |
| O=C(Nc1ccccc1)c1c(F)c(F)c(F)c(F)c1F | -0.037 |
| COc1ccc(-c2nnc(SC(C)C#N)o2)cc1 (stereo unspecified) | 0.083 |
| COc1cc(N2CCCC2)c(OC)cc1/C=C(/C#N)c1cccc(F)c1 | -3 |
| Cc1oc2c(c1C(=O)N1CCC(C)CC1)C(=O)c1ccccc1C2=O | 2 |
| CC(C)(Oc1ccc(Cl)cc1)C(=O)Nc1ccncc1 | -0.027 |
| COc1cccc(N2CCN(C(=O)c3ccc4nc(N5CCCCC5)sc4c3)CC2)c1 | -0.45 |
| COC(=O)c1ccc(C(C(=O)NCc2ccccc2)N(Cc2ccco2)C(=O)c2cnccn2)cc1 (stereo unspecified) | 0.19 |
| CC1(C)CC(=O)c2cnc(NC(=O)CCc3ccccc3)nc2C1 | 0.77 |
| Cc1nn(C)cc1/C=C1\SC(=S)NC1=O | 2.3 |
| CCOC(=O)c1ccc(NC(=O)c2nn(CC)cc2Br)cc1 | -0.8 |
| O=C(NNC(=S)Nc1ccccc1)C1CC1 | 0.21 |
| COc1ccc(C(CCc2ccc(C)o2)NC(=O)Nc2ccc(OC)cc2OC)cc1 (stereo unspecified) | -0.2 |
| O=C(NC(=S)N1CCCCC1)c1cccnc1 | 0.4 |
| Cc1nn(Cc2c(F)c(F)c(F)c(F)c2F)c(C)c1NC(=O)c1cccc(COc2ccc(Cl)cc2)c1 | -5.3* |
| CSc1ccc(NC(=O)N2CC(C)OC(C)C2)cc1 (stereo unspecified) | 0.38 |

Structures above that contain bromine, in the order listed:
| mol | Cav32 inh |
| --- | --- |
| COc1cc(CN2CCC(C(=O)NC3CCCC3)CC2)cc(Br)c1O | 0.46 |
| CCCC(NS(=O)(=O)c1ccc(Br)cc1)C(=O)O (stereo unspecified) | -0.29 |
| CCCCOC(=O)c1ccc(NC(=O)c2nn(C)cc2Br)cc1 | -1.9 |
| Clc1cc(Sc2ccc(Br)cc2)nnc1-c1ccccc1 | -5.3* |
| CCOC(=O)c1ccc(NC(=O)c2nn(CC)cc2Br)cc1 | -0.8 |

Screens as filed in PubChem.

A portion of the library; count on the stated rates, not on these rows.
